Compound activity (PubChem BioAssay)
PLAP inhibition – PLAP enzyme inhibitors, biochemical, luminescence, HTS (AID 690). Alkaline phosphatase, placental type (Homo sapiens). purified PLAP, luminescent substrate; higher % means a stronger effect. inhibition, % at 20 µM; hits with a dose series show IC50 in µM. actives 0.08% (n = 96,000); in the data active = a potency from the dose series; inactive = the rest, 99 in 100 with inhibition below about 30%; note: strong numbers were not always called active
NFkB transloc pot – enhancers of NFkB p65 translocation in HUVEC – imaging, IL-1B stimulus, high-content imaging, primary screen. HUVEC IL-1B NFkB p65 nuclear translocation imaging. activation, % at 2 µM. actives 0.3% (n = 94,000);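 active = activation above 40%, about the mean plus 3 SD, also judged a hit on visual image review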;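 note: percent activation is computed from the nuclear over cytoplasmic p65 intensity ratio; values of inactives mirror those of a sister screen read the other way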
MRP reversal – reversal of MRP1-mediated doxorubicin resistance, primary screen, H69AR cells, doxorubicin co-treatment; AID 602, 2007; differential viability (reversal), % at 10 µM; actives 0.04% (n = 85,000); H69AR cells + 2 uM doxorubicin, CellTiter-Glo, 72 h;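 active = viability drop by adding the cancer drug above about 55%, with treated viability meeting a 40% cutoff, limit read from the data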;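 note: viability without doxorubicin minus viability with 2 µM doxorubicin for each compound; larger differential means the compound sensitizes cells more to doxorubicin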
NFkB transloc inh – inhibitors of IL-1B driven NFkB p65 nuclear import, primary screen, imaging, HUVEC, IL-1B stimulus, high-content imaging; actives 0.43% (n = 94,000); inhibition, % at 2 µM; HUVEC IL-1B NFkB p65 nuclear translocation imaging;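 active = inhibition above about 30% together with a positive call from visual inspection of the well image, limit read from the data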;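 note: nuclear over cytoplasmic p65 intensity ratio measured by imaging; 0% = IL-1B stimulated DMSO wells and 100% = unstimulated DMSO wells; values of inactives mirror those of a sister screen read the other way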
Bcl-B TR3 displacers – displacers of TR3 peptide from Bcl-B, primary screen, selectivity assay for Bfl-1 inhibitor project, biochemical, fluorescence polarization; FP displacement of FITC-TR3 peptide from Bcl-B; higher % means a stronger effect; actives 0.11% (n = 96,000); one-dose displacement, % at 20 µM; IC50 in µM for titrated hits;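 active = displacement above 50% at 20 µM plus a fluorescence interference ratio under 1.5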;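 note: plate controls were wells without compound for no effect and wells lacking Bcl-B protein for full effect; a part of the inactive calls stands beside numbers as strong as those of hits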
MRP reversal cytotoxicity – also measured in MRP reversal; calls as there; viability, %; H69AR cells, CellTiter-Glo, 72 h; measured here: cytotoxicity without doxorubicin
MRP reversal with doxorubicin – second read-out of MRP reversal, no call of its own (marks repeat the call); viability, %; measured here: viability with 2 uM doxorubicin; active compounds read low
NFkB transloc inh cell count 2 µM – also measured in NFkB transloc inh; calls as there; cell count; measured here: cells passing quality filter;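 raw number of nuclei counted in each imaged well without normalization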
NFkB transloc pot cell count 2 µM – second read-out of NFkB transloc pot, no call of its own (marks repeat the call); cell count; measured here: cells passing quality filter
Numbers without * were called inactive; · = no result given. Not all compounds are listed; rates above refer to the full screens.

nr	canonical_smiles	PLAP inhibition	NFkB transloc pot	NFkB transloc pot cell count 2 µM	MRP reversal	MRP reversal cytotoxicity	MRP reversal with doxorubicin	NFkB transloc inh	NFkB transloc inh cell count 2 µM	Bcl-B TR3 displacers
1	Cc1nc2c(nnn2Cc2ccccc2)c(=O)n1-c1ccccc1	22.5%	23.8	162	16.0	105.1	89.1	-23.8	162	4.5%
2	CCOCCCn1cnc2c(c1=O)c1nc3ccccc3nc1n2-c1ccccc1	3.5%	14.2	79	-2.0	72.8	74.8	-14.2	79	13.5%
3	Cc1nc2sc3c(NCc4ccco4)ncnc3c2c2c1COC(C)(C)C2	·	10.9	150	·	·	·	-10.9	150	·
4	Cc1cc(C)c2c(CN3CCN(CCO)CC3)cc(=O)oc2c1	-11.1%	-6.2	71	7.4	90.2	82.8	6.2	71	-4.9%
5	C=CCC(Nc1ccccc1)C12C=CC(O1)C(C(=O)OC)=C2C(=O)OC (configuration not stated)	·	-24.3	108	-0.5	1.0	1.4	24.3	108	·
6	Cc1ccc2c(c1)OC(=O)CC2c1ccccc1 (configuration not stated)	15.3%	5.7	162	-10.3	88.0	98.3	-5.7	162	2.5%
7	CCOc1ccccc1N(CC(=O)Nc1ccc(S(=O)(=O)N2CCOCC2)cc1)S(=O)(=O)c1ccccc1	-12.1%	-1.1	150	·	·	·	1.1	150	10.5%
8	Cc1ccc(C)c(N2CCN(C(=O)C(Cc3ccccc3)n3cccc3)CC2)c1 (configuration not stated)	-17.3%	8.7	180	-37.2	22.0	59.2	-8.7	180	-77.3%
9	Cc1cc(C(=O)NCCCN2CCCC2=O)no1	-0.6%	-9.8	103	-14.2	87.7	101.9	9.8	103	2.5%
10	CCC1CCCCN1Cc1nc2c(c(=O)n(C)c(=O)n2C)n1CCC(C)C (configuration not stated)	-42.2%	·	·	24.4	92.2	67.8	·	·	2.0%
11	O=C(Nc1cccc(NC(=O)c2ccc(Br)o2)n1)c1ccc(Br)o1	1.1%	16.0	199	-2.0	96.5	98.5	-16.0	199	-36.5%
12	CCCCn1c(/N=C/c2ccc(N(C)C)cc2)nc2ccccc21	·	9.5	165	-18.1	93.1	111.1	-9.5	165	·
13	CC(=O)N1CCn2c3ccc(C)cc3c3cccc1c32	·	-4.3	102	22.2	81.8	59.6	4.3	102	·
14	O=C(/C=C/c1ccc(Br)cc1)NC1CCCCCC1	-1.0%	1.4	147	·	·	·	-1.3	147	7.5%
15	COCCNC(=O)c1onc(CSc2cccc(C)c2)c1C(=O)O	3.5%	-3.8	138	·	·	·	3.8	138	-13.4%
16	CCCC(=O)Nc1ccc(-c2nc3cc(C)ccc3o2)cc1	-29.4%	-0.5	107	-0.3	92.7	93.0	0.5	107	-7.0%
17	O=C(Nc1ccncc1)c1cn(-c2ccccc2)nc1-c1cccs1	10.5%	20.2	141	-1.2	66.8	68.0	-20.3	141	10.5%
18	CCc1ccccc1NC(=O)N[C@@H](C)C(=O)OC	10.9%	17.2	80	-1.1	88.3	89.4	-17.2	80	-3.0%
19	CCOC(=O)CSc1nnc(CNc2ccc(Cl)cc2)n1Cc1ccccc1	·	9.4	137	9.1	99.8	90.7	-9.4	137	·
20	CCc1cc(=O)oc2c(CN3CCCC3)c(O)c(Cl)cc12	-11.7%	-7.8	90	-8.3	100.6	109.0	7.8	90	-5.3%
21	Cc1sc2nc(SCC(=O)NCc3ccco3)n(-c3ccccc3)c(=O)c2c1C	12.3%	8.1	208	6.8	54.9	48.1	-8.1	208	-21.6%
22	O=C(N/N=C\c1cn[nH]c1-c1ccccc1)c1cccnc1	-209.3%	-3.0	203	-3.7	95.3	99.0	3.0	203	4.9%
23	O=C1CCC(=O)N1OCCCOc1ccc(Br)cc1Cl	·	8.1	90	1.2	112.9	111.7	-8.1	90	·
24	Cc1occc1C(=O)N/N=C/c1cnn(C)c1C	·	5.3	166	-12.5	85.5	98.0	-5.3	166	·
25	CC(=O)Nc1ccc(NC(=O)N2CCCCC2)cc1	0.5%	7.7	165	-11.6	97.5	109.1	-7.7	165	-12.0%

Complete entries as entered above. Screens in order: PLAP inhibition | NFkB transloc pot | NFkB transloc pot cell count 2 µM | MRP reversal | MRP reversal cytotoxicity | MRP reversal with doxorubicin | NFkB transloc inh | NFkB transloc inh cell count 2 µM | Bcl-B TR3 displacers
Listed for O=C1CCC(=O)N1OCCCOc1ccc(Br)cc1Cl : · | 8.1 | 90 | 1.2 | 112.9 | 111.7 | -8.1 | 90 | ·
Listed for CCc1ccccc1NC(=O)N[C@@H](C)C(=O)OC : 10.9% | 17.2 | 80 | -1.1 | 88.3 | 89.4 | -17.2 | 80 | -3.0%
Listed for CCOc1ccccc1N(CC(=O)Nc1ccc(S(=O)(=O)N2CCOCC2)cc1)S(=O)(=O)c1ccccc1 : -12.1% | -1.1 | 150 | · | · | · | 1.1 | 150 | 10.5%
Listed for O=C(/C=C/c1ccc(Br)cc1)NC1CCCCCC1 : -1.0% | 1.4 | 147 | · | · | · | -1.3 | 147 | 7.5%

Other results.
nr	canonical_smiles	PLAP inhibition	NFkB transloc pot	NFkB transloc pot cell count 2 µM	MRP reversal	MRP reversal cytotoxicity	MRP reversal with doxorubicin	NFkB transloc inh	NFkB transloc inh cell count 2 µM	Bcl-B TR3 displacers
26	CC1(C)N=C(N)NC(Nc2cccc(Br)c2)=N1	-5.4%	6.5	167	-1.7	84.7	86.4	-6.5	167	7.1%
27	CCOC(=O)c1ccc(N/C=C2\CCCCC2=O)cc1	10.4%	-9.2	170	22.5	101.6	79.1	9.2	170	-43.7%
28	O=C(c1cccc(C(F)(F)F)c1)N1CCC(O)(CS(=O)(=O)Cc2ccccc2)CC1	-0.6%	-3.4	130	·	·	·	3.4	130	-4.7%
29	COCCOCCn1cnc2ccccc21	8.0%	6.8	93	9.3	90.8	81.6	-6.8	93	-8.0%
30	Cc1cccc(-n2c(CNC(=O)c3ccccc3)nnc2SCC(=O)Nc2nccs2)c1	-38.2%	·	·	2.6	88.5	85.9	·	·	-4.1%
31	CCc1cc2c(SCC(=O)O)ncnc2s1	14.5%	12.4	135	-9.6	103.5	113.0	-12.4	135	-7.4%
32	O=C(CSc1nnc(Cc2ccccc2)n1-c1ccccc1)NNC(=O)Cc1ccccc1	-147.6%	-13.7	188	·	·	·	13.7	188	-4.3%
33	Cn1c(=O)c2c(nc(NCCNC(=O)c3ccco3)n2Cc2ccc(Cl)cc2Cl)n(C)c1=O	6.4%	-2.1	133	-10.0	81.5	91.5	2.1	133	-0.3%
34	CCn1c(=O)n(-c2ccc(Cl)cc2)c(=O)c2c3c(sc21)COC(C)(C)C3	-5.8%	-2.9	125	-26.5	54.1	80.6	2.9	125	-0.1%
35	CCCCc1nnc(SCCSc2nnc(CCCC)n2N)n1N	-20.1%	24.0	142	-1.5	101.5	103.1	-24.0	142	-4.3%
36	O=C(Nc1ccc(-c2nc3cc(Cl)ccc3o2)cc1)C1CCCO1 (configuration not stated)	·	3.6	153	-19.1	33.5	52.5	-3.6	153	·
37	Cc1cc(C)n(CCc2nc(-c3ccco3)cs2)n1	2.5%	-1.7	174	8.4	99.5	91.2	1.7	174	5.7%
38	CC(=O)NCCc1ccc(S(=O)(=O)NC2OC(=O)c3ccccc32)cc1 (configuration not stated)	2.9%	-10.4	64	-5.3	85.5	90.8	10.4	64	5.4%
39	CCN1CCN(C2CCN(C(C)=O)CC2)CC1	12.2%	·	·	10.6	99.3	88.7	·	·	-8.7%
40	O=C(NCC12CC3CC(C1)CC(CNC(=O)N1CCCC1)(C3)C2)N1CCCC1	-56.6%	27.1	150	8.2	83.9	75.7	-27.1	150	-8.4%
41	COC(=O)c1ccccc1NC(=O)C1CC(=O)N(c2ccc(F)cc2)C1 (configuration not stated)	-11.6%	-14.8	121	·	·	·	14.8	121	-6.3%
42	Cc1c(NCc2cc(Cl)ccc2O)c(=O)n(-c2ccccc2)n1C	-23.4%	0.4	151	20.4	107.7	87.3	-0.4	151	-12.6%
43	O=C1C(=O)N(CCCN2CCOCC2)C(c2cccs2)/C1=C(/O)c1ccc2c(c1)OCO2 (configuration not stated)	·	-10.7	224	0.8	96.8	96.0	10.7	224	·
44	CCOc1ccc(-c2nc(C#N)c(NCC3CCCO3)o2)cc1 (configuration not stated)	-0.4%	2.4	162	18.1	98.9	80.8	-2.4	162	9.9%
45	CCOC(=O)C1=C(C)OC(N)=C(C#N)C1c1ccc(O)c(OC)c1 (configuration not stated)	25.9%	7.5	146	6.4	95.7	89.4	-7.5	146	13.0%
46	N#Cc1ccsc1NC(=O)CN1CCN(c2ccccn2)CC1	14.2%	12.7	145	-19.7	95.0	114.8	-12.7	145	2.1%
47	CCOC(=O)C1CCN(C(=O)Cc2c(C(=O)O)n(CC)c3ccccc23)CC1	-47.9%	·	·	7.6	103.0	95.5	·	·	-6.6%
48	CC(=O)Nc1ccc(S(=O)(=O)N2CCCN(S(=O)(=O)c3ccc(C)cc3)CC2)cc1	-9.6%	-16.6	204	-11.5	75.7	87.2	16.6	204	-23.3%
49	CC(C)Cc1nnc(NC(=O)c2cc(-c3ccccc3)nc3ccccc23)s1	-19.7%	12.1	200	·	·	·	-12.1	200	4.2%
50	O=C(Nc1ccccc1F)c1ccco1	·	-2.3	115	11.7	99.0	87.3	2.3	115	·
51	N#CC(C#N)=CC1=C2OC(c3ccccc3)=CC(c3ccccc3)=C2CCC1	5.9%	0.1	168	·	·	·	-0.1	168	-3.0%
52	COc1ccc(OC)c(CNC(=O)CCN2C(=O)COc3ccccc32)c1	-18.2%	-8.1	182	1.4	103.1	101.7	8.1	182	2.1%
53	O=C(c1ccccc1)c1ccc(OC(=O)N2CCCC2)cc1	·	-4.7	111	-6.2	92.5	98.7	4.7	111	·
54	CN1CCN(C(=O)c2ccccc2NC(=O)CCN2C(=O)c3ccccc3C2=O)CC1	-5.4%	14.9	166	4.6	99.4	94.7	-14.9	166	-0.6%
55	COc1ccc2nc(NC(=O)Cn3cnc4c(=O)n(C)c(=O)n(C)c43)sc2c1	14.2%	7.6	117	4.6	76.5	71.8	-7.6	117	-6.7%
56	c1ccc(CSc2n[nH]c(-c3ccco3)n2)cc1	10.1%	-10.3	103	20.6	120.7	100.0	10.3	103	-8.3%
57	COC(=O)c1sccc1NC(=S)N1CCCCC1	-11.0%	6.0	208	14.2	101.5	87.2	-6.0	208	1.2%
58	O=C(Cn1cnc2ccccc2c1=O)NCCC(=O)N1CCN(c2ccccc2)CC1	-53.1%	13.7	164	-17.2	82.9	100.1	-13.7	164	-3.1%
59	Fc1ccccc1/C=N/Nc1nn[nH]n1	9.6%	-3.2	198	·	·	·	3.2	198	1.3%
60	Cc1ccc(NC(=O)CN2C(=O)NC(Cc3ccccc3)C2=O)cc1 (configuration not stated)	3.9%	6.3	111	4.0	94.0	90.0	-6.3	111	9.9%
61	COc1cc(OC)cc(C(=O)n2cnnc2N)c1	-42.5%	-0.8	174	11.1	97.5	86.4	0.8	174	-6.4%
62	Cc1cc(C)nc(NC2=NCCN2C(=O)NC2CCCCC2)n1	-46.3%	17.9	128	22.1	93.6	71.5	-17.9	128	-2.1%
63	Cc1onc(-c2ccccc2)c1C(=O)NCCc1c[nH]c2ccccc12	25.8%	-19.0	76	1.7	104.4	102.7	19.0	76	-5.0%
64	COC(=O)c1c(NC(=O)c2ccco2)sc(C(=O)N2CCCC2)c1C	-18.7%	2.5	209	5.4	74.9	69.5	-2.5	209	5.6%

Three entries already listed, sorted by the value under PLAP inhibition, lowest first:
no.	compound	PLAP inhibition	NFkB transloc pot	NFkB transloc pot cell count 2 µM	Bcl-B TR3 displacers
58	O=C(Cn1cnc2ccccc2c1=O)NCCC(=O)N1CCN(c2ccccc2)CC1	-53.1%	13.7	164	-3.1%
64	COC(=O)c1c(NC(=O)c2ccco2)sc(C(=O)N2CCCC2)c1C	-18.7%	2.5	209	5.6%
63	Cc1onc(-c2ccccc2)c1C(=O)NCCc1c[nH]c2ccccc12	25.8%	-19.0	76	-5.0%
